Source: PubChem BioAssay (National Center for Advancing Translational Sciences (NCATS))
PTHR1 agonist: agonists of human PTHR1 parathyroid hormone receptor | Potency, µM (doses to about 115 µM), inactives show at the top dose activation, actives largely listed as activators | HEK293 GP2 PTHR1 cells, GloSensor cAMP luminescence, 1 h | Q03431 | 0.075% of 410,000 active; further: potency means the concentration at half of the fitted maximal effect; nearly all actives have a fitted effect of over 55% in size; some results filed as inactive show a strong effect at the top dose; inactives centre near -15; many of its hits are not listed in these tables
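HEK-293-derived GP2 cells expressing PTHR1 and a GloSensor cAMP reporter, 3,000/well, plated overnight, given luciferin plus IBMX (each 0.5 mM as added) for 1 h at 37 °C, then compound for 1 h at 37 °C. Luminescence was read after 15 min at room temperature.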
DRD3 antagonist: antagonists of human D3 dopamine receptor; P35462; D3R cells, DiscoveRx beta-arrestin luminescence, antagonist mode; hits give low values; max response, negative = inhibition, %; 2.5% of 360,000 active; AID 652054; in the data active means max response below about -50%; inconclusive means no clear call, values can overlap the other calls; further: on the % scale 0 is the no-effect control and ±100 the full control effect; mostly tested at two doses, the higher about 12 µM
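Cells plated overnight at 1500 cells/well, then exposed to library compounds with dopamine controls for 90 minutes at 37 degrees C. DiscoveRx reagent added for 30–60 minutes at room temperature; luminescence read, quantitative HTS format.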
EPAC2 antag: EPAC2 (human) antagonism; Potency, µM (doses to about 114 µM), for inactives: at the highest dose activity, negative = inhibition, most hits filed as inhibitors; Q8WZA2; 0.18% of 360,000 active; AID 720708; EPAC2 GEF exchange of Rap1B-BODIPY-GDP, fluorescence; further: potency means the concentration at half of the fitted maximal effect; on the % scale 0 is the no-effect control and ±100 the full control effect; nearly all actives have a fitted effect of over 45% in size; many of its hits are not listed in these tables
Target sequence (Q8WZA2 whole entry, looked up): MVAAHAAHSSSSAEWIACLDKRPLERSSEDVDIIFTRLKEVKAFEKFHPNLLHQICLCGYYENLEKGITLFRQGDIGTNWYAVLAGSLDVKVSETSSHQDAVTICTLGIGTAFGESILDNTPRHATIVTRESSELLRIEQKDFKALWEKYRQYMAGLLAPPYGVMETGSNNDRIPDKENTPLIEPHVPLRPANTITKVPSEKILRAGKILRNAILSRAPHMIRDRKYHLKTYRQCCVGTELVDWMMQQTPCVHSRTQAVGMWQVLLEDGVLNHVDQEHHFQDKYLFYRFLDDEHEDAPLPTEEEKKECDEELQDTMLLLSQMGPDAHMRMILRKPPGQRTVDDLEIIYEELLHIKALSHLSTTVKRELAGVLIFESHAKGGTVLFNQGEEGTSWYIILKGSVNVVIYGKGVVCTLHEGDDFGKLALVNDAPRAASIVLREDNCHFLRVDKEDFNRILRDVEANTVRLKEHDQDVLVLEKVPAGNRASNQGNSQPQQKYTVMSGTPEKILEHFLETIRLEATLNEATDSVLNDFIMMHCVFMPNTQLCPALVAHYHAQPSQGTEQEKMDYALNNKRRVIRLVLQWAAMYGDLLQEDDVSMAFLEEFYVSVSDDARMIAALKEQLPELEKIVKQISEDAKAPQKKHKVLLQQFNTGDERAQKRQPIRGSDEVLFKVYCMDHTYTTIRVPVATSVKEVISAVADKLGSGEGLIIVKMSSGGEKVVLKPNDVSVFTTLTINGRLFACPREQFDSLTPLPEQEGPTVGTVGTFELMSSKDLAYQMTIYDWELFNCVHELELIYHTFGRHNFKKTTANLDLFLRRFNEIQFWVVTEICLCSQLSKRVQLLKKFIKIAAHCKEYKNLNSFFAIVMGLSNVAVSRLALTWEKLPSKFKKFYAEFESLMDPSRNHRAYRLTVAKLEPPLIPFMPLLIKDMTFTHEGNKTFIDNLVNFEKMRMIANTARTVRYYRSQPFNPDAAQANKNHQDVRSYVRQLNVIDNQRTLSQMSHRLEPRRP
Akt phos inh: blocks phosphorylation of Akt. Neuro2A IGF-stimulated pAkt S473 HTRF, 20 min; hits give low values. activity change, % for hits at 50 µM. 0.32% of 360,000 active. AID 651550; in the data active means activity change below about -80%; inconclusive means mostly about -51% to -80%; further: on the % scale 0 is the no-effect control and ±100 the full control effect
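Neuro2A cells in DMEM with 0.5% FBS, overnight at 37 deg C, given compound at single 50 µM final, then IGF (6 nM final) for 20 min at 37 deg C. Lysed; phospho-Akt Ser473 by HTRF after 24 h, 665/615 ratio.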
MmCpn inh: blocks the Methanococcus maripaludis chaperonin Mm-Cpn | purified Mm-Cpn ATPase, ADP Transcreener TR-FRET | Potency, µM (doses to about 76.9 µM), for the others: at the highest dose activity, negative = inhibition, actives largely listed as inhibitors | 0.031% of 330,000 active | AID 504842; further: potency means the concentration at half of the fitted maximal effect; on the % scale 0 is the no-effect control and ±100 the full control effect; nearly all actives have a fitted effect of over 80% in size
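Purified archaeal chaperonin (25 nM final) was preincubated with compound for 10 min at 37°C, then ATP (10 uM final) was added for 30 min at 37°C in Tris pH 7.4/KCl/MgCl2/DTT buffer. ADP was quantified by HTRF Transcreener TR-FRET.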
D3 ag: D3 dopamine receptor (human) agonism; max activation, %; D3R DiscoveRx beta-arrestin cells, luminescence, 90 min; 0.58% of 410,000 active; in the data active means max activation above about 30%; further: 0% is about no effect; mostly tested at two doses, the higher about 12 µM
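Agonist mode: compounds and dopamine controls were applied to plated cells for 90 min at 37 degrees C after an overnight attachment at 1500 cells/well. Luminescent read-out followed 30 - 60 minutes at room temperature with DiscoveRx detection reagent.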
EPAC2 agonist: activates human EPAC2 exchange factor | Q8WZA2 | Potency, µM (highest dose often 154 µM), without a hit: at the top dose activation, hits mostly activators | AID 720711 | 0.079% of 360,000 active | EPAC2 activation, biochemical qHTS; response scale: 100% = 6.5 mM cAMP response; further: potency means the concentration at half of the fitted maximal effect; nearly all actives have a fitted effect of over 50% in size
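Compounds were titrated in qHTS against a Rap1B-BODIPY-GDP (250 nM) complex with EPAC2 (100 nM) and GDP (50 uM). BODIPY-GDP release tracked at 480/540 nm over 30 min at room temperature, normalized to 6.5 mM cAMP.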
CCT chaperon mod: changes cytosolic chaperonin activity; 0.3% of 360,000 active; activity change, % (test concentration not listed), hits read low; purified chaperonin ATPase assay, HTRF ADP detection, 30 min; AID 651819; in the data active means activity change below about -30%; further: on the % scale 0 is the no-effect control and ±100 the full control effect
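Enzyme 40 or 20 nM (batch-dependent) in Tris pH 7.4/KCl/MgCl2/DTT; cpd 76 uM single point; ATP 10 uM; 30 min 37 °C; Transcreener ADP HTRF detection, 30 min RT; ratio 665/615.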
* hit, by the source's call; i = inactive; ? = inconclusive; · = no result given; & = joins results of further samples; [ ] = another dose, or the depositor's remark. Unless noted, the call rests on the fitted dose curve; in most records, active means well fitted curve in the direction sought with a large enough effect; inconclusive means small, poorly fitted or top-dose-only effect, or another doubt; inactive means no such curve, though single readings can be large; an effect the other way counts as inactive or inconclusive. This is a subset; rates above refer to the full screens.

entry	molecule	PTHR1 agonist	DRD3 antagonist	EPAC2 antag	Akt phos inh	MmCpn inh	D3 ag	EPAC2 agonist	CCT chaperon mod
1	Cc1ccc(NC(=O)COC(=O)c2ccc[n+]([O-])c2)c(Br)c1	-24%	0	-4%	i	0%	0	4%	-0.5
2	Cc1ccc(-c2ccc(=O)n(Cc3cc(C)ccc3C)n2)cc1	-16%	-25	-7%	i	-1%	2&9	11%	-1.8
3	COc1ccc(S(=O)(=O)N(CCCN2CCCC2=O)Cc2cc3cc(C)c(C)cc3[nH]c2=O)cc1	i	13	-4%	i	-3%	3	1%	1.8
4	COC(=O)c1c(N(S(C)(=O)=O)S(C)(=O)=O)sc2c1CCN(c1ncc(C(F)(F)F)cc1Cl)C2	-5%	5	-17%	i	-6%	3	-14%	-1.0
5	COc1ccc(N(Cc2cc3cc(OC)ccc3[nH]c2=O)S(=O)(=O)c2ccc(NC(C)=O)cc2)cc1	i	43	-5%	i	-1%	-1	3%	-0.9
6	Cc1ccc(C(=O)c2ccc([N+](=O)[O-])cc2)cc1	i	?	4%	i	4%	-6	1%	3.9
7	Cc1ccc(CS(=O)(=O)CCC(=O)NCc2ccccn2)cc1	-3%[57.5 µM]	-15	-12%[57.1 µM]	i	0%	-10	-9%	1.4
8	N#CCCCSc1nnc(-c2ccccn2)o1	-14%[57.5 µM]	12	11%	i	-1%	2	2%	0.2
9	COc1ccc(N(CC(=O)NC2CCCCCC2)S(=O)(=O)c2ccccc2)cc1Cl	i	-6	-1%	i	-1%	4	-9%	1.5
10	CCC(=O)N1CCc2cc(S(=O)(=O)NC(Cc3ccccc3)C(=O)Nc3nccs3)ccc21 (stereo not given)	i	-19	-2%	i	1%	-19	2%	-2.7
11	CNS(=O)(=O)c1cc(OCC(N)=O)c(C)cc1Cl	i	22	1%	i	3%	-3	8%	-0.8
12	COc1cccc(CNC(=O)CC2C(=O)NCCN2CCCc2ccccc2)c1 (stereo not given)	-5%	12	2%	i	-2%	-1	5%	-1.7
13	Cc1cc(F)ccc1NC(=O)Cn1c(C)csc1=O	i	-4	0%	i	-1%	5	7%	-4.1
14	CC(c1ccccc1)C1C(C#N)=C(N)OC2=C1C(=O)CCC2 (stereo not given)	-3%	-11	21%	i	1%	3	4%	-0.6
15	c1ccc(CCn2nnc3ccccc32)cc1	-13%	1	-2%	i	0%	-7	0%	-1.6
16	CC1(C)CC(=O)C(C=Nc2cccnc2/N=C/C2=C(O)CC(C)(C)CC2=O)=C(O)C1	i	-143*	8%	i	-1%	-46	-4%	-1.3
17	CCOC(=O)Cn1c(=O)oc2cc(S(=O)(=O)NCC3CCCO3)ccc21 (stereo not given)	i	4	-5%	i	-2%	0	6%	0.4
18	CC1=C(C(=O)OCc2ccccc2)C(c2ccco2)C2=C(CC(C)(C)CC2=O)N1 (stereo not given)	-22%	8	-4%	i	-1%	-1	21%	-0.9
19	NC(=O)c1ccc(NC(=O)COC(=O)CC2Sc3ccccc3NC2=O)cc1 (stereo not given)	-7%	17	-12%	i	2%	0	6%	1.7
20	CCN1C(=NCCc2cccs2)N[C@@H](c2cccs2)C(C(=O)OC)=C1C	-25%	-14	8%	i	-2%	-14	12%	0.1
21	CCOC(=O)Cc1csc(NC(=O)CSc2nnc(C)n2C)n1	-10%	15	2%	i	0%	-2	4%	2.0
22	C[C@H](CO)N1C[C@H](C)[C@@H](CN(C)C(=O)NC2CCCCC2)Oc2c(NS(=O)(=O)c3ccc(F)cc3)cccc2C1=O	6%	-11	-6%	i	2%	31*	-4%	1.4
23	Cc1ccc(S(=O)(=O)N2CCC(C(N)=O)CC2)cc1[N+](=O)[O-]	i	-7	0%	i	0%	1	10%	-5.3
24	Cc1ccc(CC(=O)N2CCC(c3nc4c(nnn4Cc4ccccc4)c(=O)[nH]3)CC2)cc1	-22%	-18	?	i	2%	1	10%	-1.7
25	Cc1c(NS(=O)(=O)c2cc(C(=O)OCC(=O)N3CCC(C)CC3)ccc2Cl)c(=O)n(-c2ccccc2)n1C	-17%	32	1%	i	1%	-6	-3%	4.4
26	O=C1c2ccccc2C(=O)N1CCC(=O)N1CCc2ccccc21	-7%[57.5 µM]	-24	7%	i	·	8	1%	-2.0
27	O=S(=O)(c1ccccc1)N(CC1CO1)c1cccc2ccccc12 (stereo not given)	i	-19	-6%	i	3%	-16	15%	-1.3
28	O=C(C1CCC(=O)N(C2CCCC2)C1)N1CCN(Cc2cccc(F)c2)CC1 (stereo not given)	i	3	-4%	i	2%	3	-1%	-0.6
29	O=C(NCc1ccccc1)C1=C[C@H](c2coc3ccccc3c2=O)C[C@H](OCCCCO)O1	i	0	9%	i	·	0	5%	0.1
30	Cc1ccc(C(=O)N/N=C/c2c(O)ccc3ccccc23)cn1	-45%[inhibitor]	-2	7%	i	0%	1	14%	-2.2
31	C#CCN(C[C@@H]1[C@@H](OC(=O)NCc2ccccc2)[C@@H](OC(=O)NCc2ccccc2)CN(C(=O)OC(C)C)N1C(=O)OC(C)C)S(=O)(=O)c1ccc(C)cc1	-31%	14	-9%	i	·	5	11%	1.9
32	CCCN1CCN(C(=O)c2ccc(S(=O)(=O)N(C)c3ccccc3OC)cc2)CC1	0%	?	9%	i	·	-2	-2%	-1.0
33	CC(C)(C)NC(=O)CSc1nnc(-c2ccncc2)n1Cc1ccccc1	-3%	13	0%	i	1%	3	-1%	0.3
34	COc1cc(NC(=S)N2CCN(C/C=C/c3ccccc3)CC2)cc(OC)c1	i	0	-9%	i	0%	-8	25%	-2.5
35	CCOC(=O)C1CCCc2c1[nH]c1ccc(Cl)cc21 (stereo not given)	i	4	-30%	i	?	6	-3%	-1.4
36	FC(F)(F)c1cccc(NCc2cn3cccnc3n2)c1	-7%	27	7%	i	-1%	-8	4%	1.3
37	COc1ccc(/C=C/C(=O)Nc2ccccc2C(=O)N2CCCC2)cc1	i	16	9%	·	1%	3	5%	0.5
38	Cc1ccc2c(c1)N(CCC(=O)NCCCN1CCCC1)C(=O)CO2	i	-9	4%	i	0%	-5	6%	-5.1
39	CC(=O)Nc1ccc2c(c1)ncn2-c1ccccc1	i	-13	3%	i	1%	2	9%	0.4
40	O=C(NC1CCCC1)C1CCN(C(=O)c2cccc(Cl)c2)CC1	i	12	-3%	i	1%	2	8%	0.4
41	O=[N+]([O-])c1ccccc1CNCCCCCO	i	-5	9%	i	-29%	2	8%	-3.8
42	Cc1ccc(C)c(N2N=C(C(=O)N(CC(C)C)c3c(N)n(Cc4ccccc4)c(=O)[nH]c3=O)CCC2=O)c1	-2%	-3	-3%	i	-3%	7	1%	-1.0
43	O=C(OCCN1CCCC1=O)c1cncc(Br)c1	i	17	-1%	i	-1%	16	7%	0.0
44	CCN1C(=O)N(S(=O)(=O)C(F)(F)F)[C@@H](c2ccccc2)C(C(=O)OC)=C1C	-43%[inhibitor]	-21	32µM*	i	3%	0	3%	1.1
45	CC(=O)c1cc2c(cc1NC(=O)Cn1cnc3ccccc3c1=O)OCO2	i	-5	8%	i	0%	7	0%	2.2
46	Clc1ccc(C(c2nnnn2C2CCCC2)N2CCSCC2)cc1 (stereo not given)	i	-7	-5%	i	0%	-2	16%	-0.3
47	COc1ccccc1S(=O)(=O)Cc1ccc(C(=O)NCC2CCCO2)o1 (stereo not given)	i	14	-9%	i	1%	-1	6%	-0.7
48	Cc1c2cnn(CC(=O)N3CCOCC3)c(=O)c2c(C)n1Cc1ccccc1F	i	-7	0%	i	1%	-4	5%	-2.7
49	CC(C)(C)n1nnnc1C(c1cccs1)N(Cc1ccccc1)Cc1cccnc1 (stereo not given)	-47%[inhibitor][57.5 µM]	-21	-8%	i	3%	-19	5%	1.3
50	Cc1cc(CN(C)C(=O)CC2C(=O)NCCN2Cc2ccc(F)c(F)c2)on1 (stereo not given)	i	-7	-4%	i	0%	-12	5%	-2.2

Additional compounds:
entry	molecule	PTHR1 agonist	DRD3 antagonist	EPAC2 antag	Akt phos inh	MmCpn inh	D3 ag	EPAC2 agonist	CCT chaperon mod
51	Cc1ccc(N2CCN(/N=C/c3ccccc3)CC2)cc1	-24%	-15	-4%	i	2%	-2	4%	-1.1
52	Cc1ccc(N/C(=N/S(=O)(=O)c2cccs2)c2ccccc2)c(C)c1	-10%	-11	2%	i	-3%	2	0%	-1.6
53	Cc1cccc(CC(=O)NC2CCS(=O)(=O)C2)c1 (stereo not given)	i	1	0%	i	2%	2	-1%	-2.4
54	CCn1c(CNC(=O)c2cccc(C)c2)nnc1SCC(=O)Nc1nnc(C)s1	i	9	3%	i	4%	-1	4%	-1.1
55	CCCN1CCN(S(=O)(=O)c2ccc(OC)c(Br)c2)CC1	i	?	7%	i	3%	-11	12%	-0.2
56	CC(=O)c1nn(-c2ccccc2)c(=Nc2ccccc2)cc1C	-20%	18	?	i	·	7	13%	1.3
57	O=C(CC1c2cc(F)ccc2C=C(c2ccsc2)N1c1ccc(C#CCCO)cc1)c1ccco1 (stereo not given)	-27%	12	?	i	·	0	7%	1.2
58	COc1ccc(OC)c2sc(Cl)nc12	-20%	2	-6%	i	1%	-5	-1%	0.6
59	CC(=O)C1=C(C)NC(=O)NC1c1ccc(OC2CCCC2)cc1 (stereo not given)	i	8	3%	i	0%	-1	0%	3.1
60	O=C(CNc1ccc(Br)cc1)NC(=O)NC1CCCCC1	-3%	-8	-15%	i	0%	-9	3%	1.1
61	CCN(CC(=O)NCc1ccc(Cl)cc1)C(=O)c1ccc(S(=O)(=O)NCc2ccco2)cc1	-12%	18	-5%	i	0%	5	-7%	-2.7
62	O=C(c1[nH]c(C(F)(F)F)nc1-c1ccccc1)N1CCN(CCN2CCOCC2)CC1	-16%	-8	2%	i	·	-1	3%	0.4

One compound at a time, as listed above. Screens in order: PTHR1 agonist, DRD3 antagonist, EPAC2 antag, Akt phos inh, MmCpn inh, D3 ag, EPAC2 agonist, CCT chaperon mod
`CCn1c(CNC(=O)c2cccc(C)c2)nnc1SCC(=O)Nc1nnc(C)s1` as listed: i, 9, 3%, i, 4%, -1, 4%, -1.1
`O=C(CC1c2cc(F)ccc2C=C(c2ccsc2)N1c1ccc(C#CCCO)cc1)c1ccco1` (stereo not given) as listed: -27%, 12, ?, i, ·, 0, 7%, 1.2
